TRHR enhancer: qHTS for Small Molecule Agonists and Allosteric Enhancers of Human TRH Receptor: Primary Screen for Enhancers; Thyrotropin-releasing hormone receptor (Homo sapiens), P34981; TRHR cells, fluo-8 calcium fluorescence, EC20 TRH enhancement; enhancement, % at 2 µM; 360,000 tested, 0.66% active; AID 493056, 2011; in the data active = enhancement above about 30%; also: 0% is about no effect
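Enhancer read-out: after compound pinning and an initial kinetic agonist-mode read, an EC20 of TRH (10 nM final) was injected and fluo-8 calcium signal (Ex 480/Em 530) followed at 1 s/cycle for 100 cycles in TRHR-expressing cells.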
D1 PAM: Potentiators of Human D1 Dopamine Receptor: qHTS | HEK293 TREx D1 cells, calcium flux, dopamine EC20 potentiation | potentiation, % at 10 µM | 360,000 tested, 0.036% active | AID 504651, 2011; in the data active = potentiation above about 30%; also: 0% is about no effect
Target sequence (P21728 whole entry, looked up): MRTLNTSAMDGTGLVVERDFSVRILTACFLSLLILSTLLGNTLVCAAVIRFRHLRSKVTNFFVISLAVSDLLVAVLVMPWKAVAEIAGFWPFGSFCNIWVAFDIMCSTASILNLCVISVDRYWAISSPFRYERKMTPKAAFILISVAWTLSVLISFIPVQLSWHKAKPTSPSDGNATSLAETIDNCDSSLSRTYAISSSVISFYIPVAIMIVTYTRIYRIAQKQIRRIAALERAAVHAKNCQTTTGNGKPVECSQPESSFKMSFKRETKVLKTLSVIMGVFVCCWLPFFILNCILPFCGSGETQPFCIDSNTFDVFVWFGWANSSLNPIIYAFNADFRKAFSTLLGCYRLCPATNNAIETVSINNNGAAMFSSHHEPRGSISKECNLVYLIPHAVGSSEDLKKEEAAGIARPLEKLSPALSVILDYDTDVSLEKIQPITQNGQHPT
D2 agonist: HTS Assay for Allosteric Agonists of the Human D2 Dopamine Receptor: Primary Screen for Agonists; activation, % at 2 µM; 340,000 tested, 0.53% active; HEK293 T-REx D2 cells, calcium flux agonist mode; D(2) dopamine receptor (Homo sapiens), P14416;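 active = activation over 3 SD above normal in the single-dose calcium agonist read, cut at about 30% in these data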; also: 0% is about no effect
Target sequence (P14416 whole entry, looked up): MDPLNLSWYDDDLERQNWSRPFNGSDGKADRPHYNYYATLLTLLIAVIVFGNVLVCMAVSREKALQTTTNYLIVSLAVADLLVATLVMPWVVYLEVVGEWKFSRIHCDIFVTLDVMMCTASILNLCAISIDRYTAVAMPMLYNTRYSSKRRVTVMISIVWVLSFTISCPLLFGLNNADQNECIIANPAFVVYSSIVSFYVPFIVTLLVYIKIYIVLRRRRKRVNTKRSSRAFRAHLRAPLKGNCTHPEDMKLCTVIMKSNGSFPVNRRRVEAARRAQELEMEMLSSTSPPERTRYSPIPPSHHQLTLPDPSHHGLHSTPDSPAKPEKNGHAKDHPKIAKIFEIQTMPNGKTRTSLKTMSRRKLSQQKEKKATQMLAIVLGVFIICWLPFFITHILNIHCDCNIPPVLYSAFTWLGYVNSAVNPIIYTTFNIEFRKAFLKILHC
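Agonism scored from kinetic calcium signal (1 read/sec, 180 s) following compound pin transfer, after a 10 s baseline. Cells: HEK293 Trex line expressing inducible D2 receptor coupled to calcium, dye-loaded after overnight culture at 30 C.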
D2 PAM: HTS Assay for Positive Allosteric Modulators of the Human D2 Dopamine Receptor: Primary Screen for Potentiators. D(2) dopamine receptor (Homo sapiens), P14416. HEK293 T-REx D2, calcium flux, EC20 dopamine potentiation. potentiation, % at 10 µM. 340,000 tested, 0.34% active. AID 485347, 2010;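 active = potentiation over 3 SD above the plate norm, cut at about 30% in these data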; also: 0% is about no effect
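Potentiation of an EC20 dopamine calcium response is measured in a force-coupled, tetracycline-inducible Hek293 Trex D2 line. Compound-only kinetic reads over 180 s flag agonists before dopamine addition.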
RXFP1 antag: qHTS Assay for Antagonists of the Relaxin Receptor RXFP1. Relaxin receptor 1 (Homo sapiens), Q9HBX9. 350,000 tested, 0.59% active. HEK293-RXFP1, relaxin-stimulated cAMP HTRF, 30 min; active compounds read low. activity change, negative = inhibition, % at 57.5 µM;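 active = activity change of -60% or lower, but not beyond a set lower limit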; also: % is scaled to controls: 0 for no effect and ±100 for the full control effect
D2 antag: HTS Assay for Allosteric Antagonists of the Human D2 Dopamine Receptor: Primary Screen for Antagonists; D(2) dopamine receptor (Homo sapiens), P14416; HEK293 TREx D2 cells, calcium flux, dopamine EC80; inhibition, % at 10 µM; 340,000 tested, 2% active; AID 485344, 2010; in the data active = inhibition above about 30%; also: 0% is about no effect
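HEK293 T-REx D2 cells, tet-induced, calcium dye no-wash. Cpd pintool add, 180 s kinetic, then EC80 DA, 180 s kinetic. Ca flux read.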
D1 agonist: Allosteric Agonists of the Human D1 Dopamine Receptor: qHTS; D(1A) dopamine receptor (Homo sapiens), P21728; HEK293 T-REx D1 cells, calcium flux, agonist mode; activation, % at 2 µM; 360,000 tested, 1% active; AID 504660, 2011; also: 0% is about no effect
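Tetracycline-induced HEK293 TREx D1 cells, force-coupled to calcium signalling, were dye-loaded with a no-wash calcium kit. Compound was pin-added after a 10 s baseline. Fluorescence was read kinetically at 1 cycle/s for 180 s, with calcium rises flagged as agonism.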
TRHR agonist: qHTS for Small Molecule Agonists and Allosteric Enhancers of Human TRH Receptor: Primary Screen for Agonists; Thyrotropin-releasing hormone receptor (Homo sapiens), P34981; TRHR cells, calcium flux fluo-8, FDSS agonist mode; activation, % at 2 µM; 360,000 tested, 0.18% active; also: 0% is about no effect
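In this calcium-flux screen, cells bearing human TRHR are dye-loaded with fluo-8, baselined for 10 cycles, then exposed to library compounds; positive kinetic calcium responses during the agonist phase mark hits, with TRH as control.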
D1 antagonist: Antagonist of Human D 1 Dopamine Receptor: qHTS. D(1A) dopamine receptor (Homo sapiens), P21728. AID 504652, 2011. activity change, negative = inhibition, % at 10 µM. HEK293 TREx D1 cells, calcium flux, dopamine EC80; active compounds read low. 360,000 tested, 3.2% active; in the data active = activity change below about -30%; also: % is scaled to controls: 0 for no effect and ±100 for the full control effect
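Antagonism measured as reduced calcium response to an EC80 dopamine addition following 180 s compound pre-read; cells were inducible HEK293 Trex D1 plated overnight at 30 C, read kinetically at 1 cycle/sec.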
The depositor's hits bear a star; . = no result given. Rule as the data show it, unless noted: active = activation above about 30%; inactive = the rest.

item | molecule | D2 agonist | D1 PAM | RXFP1 antag | D1 antagonist | D1 agonist | D2 PAM | D2 antag | TRHR enhancer | TRHR agonist
1 | O=c1[nH]cnc2sc3c(c12)CCCCC3 | -0.2 | -2 | 11 | -13 | 0 | 3 | 3 | 6 | 0.7
2 | Cc1ccc(-c2cccc(CN3CCN(C(C)C)C(CCO)C3)c2)o1 (stereo not drawn) | 0.0 | -3 | -2 | 4 | 2 | -15 | 4 | -5 | 0.7
3 | COc1ccc(-c2nc3ncccc3n2O)cc1 | 0.2 | -10 | 2 | -12 | 0 | -13 | 10 | -4 | -0.4
4 | Cc1cc2ncn(CCC(=O)NC3CCCC3)c2cc1C | -0.5 | -1 | -2 | -25 | 4 | 2 | -16 | 4 | 0.1
5 | COCC(C)n1c(SCC(=O)N2CCc3ccccc3C2)nc2ccccc2c1=O (stereo not drawn) | 0.9 | 7 | 1 | -8 | 1 | 6 | -7 | 3 | -0.1
6 | Cc1sc(NC(=O)C2CCCCC2C(=O)O)c(C(N)=O)c1-c1ccc(C(C)C)cc1 (stereo not drawn) | -0.5 | -2 | -23 | 6 | 10 | 10 | -5 | 9 | 0.5
7 | Cc1ccc(S(=O)(=O)CNC(=S)c2cccc(C)c2)cc1 | -0.5 | -5 | 11 | 6 | 0 | 4 | -15 | 2 | -0.7
8 | COc1cccc(C(=O)NC(=S)Nc2ccccc2N2CCCC2)c1 | 0.9 | 9 | -15 | 18 | 4 | -3 | -14 | -20 | 0.1
9 | COc1ccnc(Oc2ccc(F)cc2)c1C(=O)N/C=N/OCc1ccc(Cl)cc1Cl | 1.1 | -1 | -13 | 29 | 15 | 12 | -5 | 1 | 0.2
10 | Cc1ccc(C(=O)NCCc2nnc3ccc(SCC(=O)NCc4ccc(F)cc4)nn23)cc1 | 0.2 | -1 | 4 | 15 | 2 | 4 | -13 | -2 | -0.4
11 | OC1CCCN(c2c3c(nc4cc(-c5cccc(Cl)c5)nn24)CCC3)C1 (stereo not drawn) | -0.1 | -5 | -16 | -22 | -1 | 2 | 19 | -2 | 0.1
12 | Cc1ccc(NC(=O)COC(=O)CSC(=S)N2CCOCC2)cc1C | -0.3 | -3 | -10 | 5 | 0 | 5 | 24 | 6 | 0.5
13 | CCOc1ccc(CCNC(=O)CN2C(=O)NC3(CCCC3)C2=O)cc1OCC | 0.2 | -7 | 1 | -39* | 2 | 4 | -2 | -5 | 0.9
14 | Fc1cccc(COc2ccccc2CNc2ccccc2)c1 | -0.5 | 0 | 11 | -1 | 1 | 1 | 8 | -4 | -0.2
15 | Cn1c(=O)c2c(nc(NCc3ccc4c(c3)OCO4)n2Cc2ccc(F)cc2)n(C)c1=O | 0.7 | -2 | 8 | 3 | 3 | 8 | 5 | -1 | -1.7
16 | COc1ccc(N2CCN(S(=O)(=O)c3cnc[nH]3)CC2)cc1 | -0.3 | -7 | 1 | 2 | 3 | -10 | -7 | -8 | 0.1
17 | Cc1nn(-c2ccccc2)c(-n2cccc2)c1C(=O)NCCc1ccc(Cl)cc1 | -1.0 | 0 | . | -29 | 68* | 9 | . | 4 | -1.0
18 | CCOc1ccc2oc(C(=O)N(C)CC(=O)Nc3ccc(OCC)c(OCC)c3)c(C)c2c1 | -0.8 | 3 | -17 | 6 | 1 | 7 | -7 | 2 | 0.4
19 | O=C(c1ccc(N2CCN(C(=O)c3cccc(F)c3)CC2)cc1)c1cccc(F)c1 | 3.9 | 2 | -5 | -21 | 0 | 4 | 9 | 2 | -0.8
20 | Cc1ccc(-c2csc3ncn(CC(=O)O)c(=O)c23)cc1C | 0.1 | -3 | 3 | -2 | 6 | -4 | 4 | -5 | 0.4
21 | Nc1nc2c(s1)CC(c1ccccc1)CC2 (stereo not drawn) | 0.7 | -3 | 4 | -30* | 5 | 5 | 8 | 5 | 0.1
22 | CC(C)c1cc(CN2CCN(C3CCCC3)C(CCO)C2)[nH]n1 (stereo not drawn) | -1.7 | -4 | -27 | -14 | 3 | 11 | 5 | 10 | -0.9
23 | C=C(C)C1Cc2c(C)nn(-c3ccccc3)c2C1 (stereo not drawn) | -0.8 | -4 | -8 | 3 | 0 | -1 | 5 | 4 | 0.6
24 | Cc1cc(C)cc(N(CC(=O)N2CCc3ccccc32)S(=O)(=O)c2c(C)noc2C)c1 | -1.1 | . | . | -2 | 7 | 9 | 1 | 4 | -1.1
25 | CCOc1cc(/C=C\[N+](=O)[O-])ccc1OCC(=O)N1CCOCC1 | 3.6 | 0 | -14 | -8 | 3 | -1 | -6 | 4 | 4.0

One compound at a time (already shown). Order of screens: D2 agonist	D1 PAM	RXFP1 antag	D1 antagonist	D1 agonist	D2 PAM	D2 antag	TRHR enhancer	TRHR agonist
OC1CCCN(c2c3c(nc4cc(-c5cccc(Cl)c5)nn24)CCC3)C1 (stereo not drawn) across the screens: -0.1	-5	-16	-22	-1	2	19	-2	0.1
Cn1c(=O)c2c(nc(NCc3ccc4c(c3)OCO4)n2Cc2ccc(F)cc2)n(C)c1=O across the screens: 0.7	-2	8	3	3	8	5	-1	-1.7
Cc1ccc(-c2cccc(CN3CCN(C(C)C)C(CCO)C3)c2)o1 (stereo not drawn) across the screens: 0.0	-3	-2	4	2	-15	4	-5	0.7
Nc1nc2c(s1)CC(c1ccccc1)CC2 (stereo not drawn) across the screens: 0.7	-3	4	-30*	5	5	8	5	0.1
Cc1cc(C)cc(N(CC(=O)N2CCc3ccccc32)S(=O)(=O)c2c(C)noc2C)c1 across the screens: -1.1	.	.	-2	7	9	1	4	-1.1

Later entries:
item | molecule | D2 agonist | D1 PAM | RXFP1 antag | D1 antagonist | D1 agonist | D2 PAM | D2 antag | TRHR enhancer | TRHR agonist
26 | COc1cc(OC)cc(Oc2ccc(S(=O)(=O)N3CCCCC3)cc2[N+](=O)[O-])c1 | 0.9 | 8 | -24 | 3 | 3 | 14 | -5 | 2 | -0.3
27 | COc1ccc(S(=O)(=O)Nc2cccc(S(=O)(=O)N3CCCC3)c2)cc1OC | -0.7 | -2 | 2 | -5 | 0 | -11 | -2 | 11 | -0.2
28 | C=CCOCC(O)CS(=O)(=O)Cc1ccc(Cl)cc1 (stereo not drawn) | -0.2 | -4 | -10 | -4 | 0 | 2 | -3 | 8 | 0.0
29 | COc1ccc(N2CCN(S(=O)(=O)CCNC(=O)c3c(F)cccc3Cl)CC2)cc1 | -0.7 | -2 | 1 | -15 | 4 | -4 | . | 4 | 0.1
30 | COCCNC(=O)c1cc(-c2ccc(Cl)c(Cl)c2)on1 | . | -3 | 7 | -18 | 0 | . | . | 1 | 0.9
31 | OCC1(CO)COC(/C=C/c2ccccc2)=N1 | -0.3 | 4 | 26 | 2 | 1 | -1 | 1 | 15 | 1.2
32 | COc1cc(C(=S)N2CCOCC2)ccc1OC(=O)c1cccc(C)c1 | -0.6 | -1 | -1 | -10 | 7 | 16 | -10 | 49* | -0.8
33 | Cc1ccc(/C=N/NC(=O)C(C)NC(=O)c2ccccc2)cc1 (stereo not drawn) | 0.3 | -5 | -2 | 6 | 1 | . | -3 | 4 | -0.9
34 | Cc1cccc(C)c1OCC(=O)Nc1ccc(S(=O)(=O)Nc2ccccn2)cc1 | -0.3 | -7 | 1 | -6 | 2 | -1 | -16 | -2 | 1.1
35 | CC1(C)CC(=O)C2=C(C1)OC(=O)CC2c1cccs1 (stereo not drawn) | 2.3 | 1 | 4 | 3 | 2 | -4 | 14 | 7 | -0.1
36 | CCc1ccc2[nH]c(C(=O)Nc3ccc(F)cc3Br)cc2c1 | 0.5 | 4 | -10 | 1 | 13 | 12 | -12 | 22 | 0.1
37 | COc1ccc(C(c2nnnn2CC2CCCO2)N2CCC(C(N)=O)CC2)cc1 (stereo not drawn) | -0.4 | 2 | -10 | -8 | 0 | 2 | 9 | -6 | 0.1
38 | COc1ccccc1OCC(=O)NCCS(=O)(=O)N1CCN(c2ccccc2OC)CC1 | -0.7 | -4 | -10 | 3 | -3 | -10 | . | -2 | -0.6
39 | CCC1C(=O)NCCN1C(=O)c1ccc2nc(Cc3cccc(Cl)c3)oc2c1 (stereo not drawn) | 0.2 | -2 | -6 | 3 | 1 | -4 | 15 | 11 | 0.3
40 | CN(C)c1ncnc2c1ncn2C1OC(CO)C(O)C1O (stereo not drawn) | 0.8 | -4 | 2 | 0 | 2 | 4 | -16 | 0 | -0.7
41 | COc1ccccc1-n1cc(C(=O)NCC(=O)N2CCN(Cc3ccccc3)CC2)c2ccccc2c1=O | 0.2 | 0 | -14 | -21 | 0 | 8 | 9 | 1 | 0.4
42 | CCN(CC)CCNC(=O)c1ccc(Sc2ccc(Cl)cc2)c(NC(C)=O)c1 | -0.1 | -4 | -6 | 19 | 1 | -31 | 36* | 7 | 0.9
43 | COc1cccc(N2CCN(C(=O)CC(C)(C)CC3=NS(=O)(=O)c4ccccc4N3)CC2)c1 | -0.1 | 3 | 0 | 3 | 1 | -1 | -5 | -11 | -0.3
44 | CC(=O)c1ccc(NC2OC(CO)C(O)C(O)C2O)cc1 (stereo not drawn) | 0.5 | 3 | -3 | -3 | 0 | -9 | -19 | 6 | 1.7
45 | O=C(O)C1[C@H]2C(=O)N(C3CCCC3)C[C@]23C=C[C@H]1O3 (stereo partly drawn) | 1.3 | -3 | 4 | 11 | 0 | 10 | -14 | -4 | 0.5

Some of these compounds in order of the D2 PAM value, low to high.
| # | molecule | D2 PAM |
| --- | --- | --- |
| 27 | COc1ccc(S(=O)(=O)Nc2cccc(S(=O)(=O)N3CCCC3)c2)cc1OC | -11 |
| 29 | COc1ccc(N2CCN(S(=O)(=O)CCNC(=O)c3c(F)cccc3Cl)CC2)cc1 | -4 |
| 34 | Cc1cccc(C)c1OCC(=O)Nc1ccc(S(=O)(=O)Nc2ccccn2)cc1 | -1 |
| 32 | COc1cc(C(=S)N2CCOCC2)ccc1OC(=O)c1cccc(C)c1 | 16 |
